# S1P3 agonist: human S1P3 receptor agonists, primary screen, cell-based, primary and confirmation, NFAT-BLA reporter; Sphingosine 1-phosphate receptor 3 (Homo sapiens), Q99500; S1P3 NFAT-BLA reporter cells, agonism, FRET ratio; relative to 1 µM S1P, basal subtracted; activation, % at 4.5 µM; 60,000 compounds, 0.1% hits; AID 373, 2006;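 active = activation above the screen-wide mean plus 3 SD, cut at about 4.5% in these data, passing the limit was not always enough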; also: some compounds called inactive have numbers as strong as hits
# Target sequence (Q99500 whole entry, looked up): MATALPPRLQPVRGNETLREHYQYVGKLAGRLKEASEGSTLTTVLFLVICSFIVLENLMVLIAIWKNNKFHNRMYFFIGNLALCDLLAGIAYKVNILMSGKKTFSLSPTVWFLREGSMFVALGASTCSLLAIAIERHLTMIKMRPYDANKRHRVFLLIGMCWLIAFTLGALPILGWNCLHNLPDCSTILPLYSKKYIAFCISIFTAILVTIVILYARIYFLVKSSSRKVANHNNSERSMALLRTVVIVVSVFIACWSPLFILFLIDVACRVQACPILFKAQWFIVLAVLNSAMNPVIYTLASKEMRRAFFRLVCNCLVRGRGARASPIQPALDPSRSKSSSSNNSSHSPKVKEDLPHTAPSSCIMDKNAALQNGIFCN
#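 Assay system: stable CHO line with human S1P3, Gα16, NFAT-BLA reporter; Detection: FRET β-lactamase substrate fluorescence, excitation 405 nm, 460/535 nm emission ratio, background-subtracted; Read-out: percent activation versus median 1 µM S1P response, basal-subtracted, per plate; Incubation: cells plated overnight, compound 4 h 37 °C, substrate 2 h RT.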
# 5HT1E ag: 5-HT1E receptor agonists, primary screen, cell-based, HTS; 5-hydroxytryptamine receptor 1E (Homo sapiens), P28566; CHO 5-HT1E Ga15 NFAT-bla reporter, FRET; 0% DMSO wells, 100% control agonist wells; activation, % at 6 µM; 65,000 compounds, 0.69% hits;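 active = activation above a set limit, the screen-wide mean activation plus 3 SD, cut at about 8.5% in these data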;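 also: 100% = positive control agonist at 1 µM giving full maximal response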
# Target sequence (P28566 whole entry, looked up): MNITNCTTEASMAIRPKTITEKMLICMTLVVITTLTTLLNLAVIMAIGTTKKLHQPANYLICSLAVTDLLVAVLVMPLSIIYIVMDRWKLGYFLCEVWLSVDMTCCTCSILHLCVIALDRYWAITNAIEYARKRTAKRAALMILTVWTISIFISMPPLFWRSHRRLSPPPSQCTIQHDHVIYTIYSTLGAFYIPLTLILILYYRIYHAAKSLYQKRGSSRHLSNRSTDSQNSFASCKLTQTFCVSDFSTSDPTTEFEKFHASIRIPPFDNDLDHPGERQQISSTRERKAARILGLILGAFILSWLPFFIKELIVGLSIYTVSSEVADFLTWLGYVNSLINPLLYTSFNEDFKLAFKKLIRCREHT
# 5HT1a ag: human 5-HT1a receptor agonists, primary screen, cell-based, CHO, Ga15 NFAT-bla reporter; 5-hydroxytryptamine receptor 1A (Homo sapiens), P08908; CHO 5-HT1a Ga15 NFAT-bla reporter, FRET ratio; 0% basal, 100% maximal reference agonist; activation, % at 10 µM; 65,000 compounds, 0.56% hits;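 active = activation above the screen-wide mean activation plus 3 SD, cut at about 19% in these data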;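 also: 0% = DMSO wells and 100% = 5-CT at EC100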
# HTR1E antagonist: 5-HT1E receptor antagonists, primary screen, cell-based, HTS. 5-hydroxytryptamine receptor 1E (Homo sapiens), P28566. CHO 5-HT1E Ga15 NFAT-bla reporter, FRET, antagonist. inhibition, % at 6 µM. 65,000 compounds, 0.99% hits. AID 571, 2007;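 active = inhibition above a set limit, the mean inhibition across every tested compound plus 3 SD, cut at about 29% in these data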;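 also: signal is the 460 over 535 nm emission ratio of beta-lactamase substrate; 0% = agonist plus DMSO wells and 100% = wells without agonist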
# Jurkat tox 60K: cytotoxicity toward Jurkat T cells, primary screen, cytotoxicity control, cell-based, Jurkat E6.1, 60K MLSMR library | Jurkat E6.1 viability, ATP luminescence, 48 h | inhibition, % at 4 µM | 56,000 compounds, 1.2% hits | AID 463, 2006;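 active = inhibition above the mean inhibition of all tested compounds plus 3 SD, cut at about 28% in these data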
# M1 antagonist: antagonists of rat M1 muscarinic receptor | Muscarinic acetylcholine receptor M1 (Rattus norvegicus), P08482 | CHO-M1 cells, Fluo-4 calcium, ACh EC80 antagonist mode; stronger effect = lower value | B-score at 10 µM | 64,000 compounds, 3.4% hits | AID 628, 2007;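 active = calcium fluorescence response, raw or row-and-column corrected B-score, differing from the plate sample mean either way at a set confidence level, mostly lower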
# S1P1 ag pot: S1P1 agonists and agonism potentiators, primary screen, cell-based, primary and confirmation screens, CRE-bla reporter; Sphingosine 1-phosphate receptor 1 (Homo sapiens), P21453; S1P1 CRE-bla cells, forskolin, beta-lactamase FRET, potentiator mode; S1P1 agonist co-added at EC20, 2 nM; 100% = saturating reference agonist, 0% = basal; activation, % at 9.5 µM; 56,000 compounds, 0.57% hits; AID 449, 2006;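 active = activation above a cutoff set at the mean activation of all tested compounds plus 3 SD, cut at about 54% in these data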;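 also: forskolin at 4 µM as EC80 and the EC20 agonist is SEW2871; 100% = SEW2871 at its EC100 plus forskolin at EC80; some compounds past the cut are filed as inactive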
# M1 ag: M1 muscarinic receptor agonists, primary screen, CHO-M1 cells, Fluo-4 calcium, agonist mode; AID 626, 2007; 64,000 compounds, 3% hits; Muscarinic acetylcholine receptor M1; B-score at 10 µM; Fluo-4 calcium fluorescence; stronger effect = higher value;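 active = fluorescence rise, raw or as B-score row- and column-corrected plate score, outside the 99.7% band of its plate's samples, either direction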
# 5HT1a antag: human 5-HT1a receptor antagonists, primary screen, cell-based, CHO, Ga15 NFAT-bla reporter. CHO 5-HT1a Ga15 NFAT-bla reporter, antagonist mode. inhibition, % at 10 µM. 62,000 compounds, 0.68% hits. 5-hydroxytryptamine receptor 1A (Homo sapiens), P08908;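 active = inhibition above the mean of all tested compounds plus 3 SD, cut at about 43% in these data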;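 also: receptor stimulated by 5-CT agonist at 100 nM near EC80; beta-lactamase reporter measured by ratiometric fluorescence of a cleavable substrate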
# * marks the source's active call; other numbers are inactive results; . = not tested or not shown. Random draw from the library; overall some 8.9% were active at least once.
SMILES,S1P3 agonist,5HT1E ag,5HT1a ag,HTR1E antagonist,Jurkat tox 60K,M1 antagonist,S1P1 ag pot,M1 ag,5HT1a antag
Cc1nnc(C)c2c(C)n(-c3ccc(Br)cc3)c(C)c12,-0.2,1.1,-0.1,14,9,0.34,-22,0.17,-7
C=CCOC(=O)C1=C(C)OC(N)=C(C#N)C1c1ccoc1 (configuration not stated),-4.4,-0.4,-0.9,1,.,0.74,14,21*,.
CSCCNC(=O)c1ccc(C(C)(C)C)cc1,-1.1,0.5,-3.9,8,1,0.063,.,-0.83,5
Cn1cc(C2NC(=O)c3c(sc4c3CCCC4)N2)c2ccccc21 (configuration not stated),0.4,0.9,1.9,2,-2,-0.57,4,-0.027,3
CCOC(=O)c1ccc(Nc2cc(C)nc(N3CCOCC3)n2)cc1,-1.2,1.0,-1.6,8,-1,0.41,-21,-0.76,-4
CCOC(=O)CSc1nc2ccccc2c(=O)n1CCCCCC(=O)NCc1ccco1,-0.8,-0.1,-0.2,11,-4,-1.2,20,0.7,14
COC(=O)c1cc2ccc(OC)c(OC)c2c(=O)s1,0.7,7.0,-3.1,2,-11,0.46,-7,-0.27,-8
CC(=O)c1cccc(OCC(=O)c2cc(C)n(-c3cc(C)on3)c2C)c1,0.4,0.9,2.1,-2,8,-0.39,38,0.9,16
O=C(NCCCN1CCOCC1)c1ccc(CS(=O)(=O)Cc2ccc(Cl)cc2)o1,2.6,0.1,0.4,9,-6,-0.044,-21,0.38,-8
CCOC(=O)N1CCN(CCC(=O)Nc2cccc(Br)c2)CC1,-0.5,-0.6,0.8,7,-6,-0.57,24,-0.42,12
Cn1nnnc1SCC(=O)N1CCN(c2ccc(Cl)cc2)CC1,-0.5,-0.3,-2.0,2,11,-0.096,6,-0.22,-2
CCOc1ccc(C(=O)C(c2ccccc2)N2CCOCC2)cc1 (configuration not stated),-1.0,1.2,-4.5,3,3,-0.27,-29,0.039,11
O=C(NCc1cccnc1)Nc1cccc(NC(=O)NCc2cccnc2)c1,-0.9,0.1,-3.0,8,9,-0.18,-9,0.33,-2
CCOC(=O)N1CCC(Nc2c(NCCN3CCN(Cc4ccccc4)CC3)c(=O)c2=O)CC1,-1.3,0.2,0.3,7,3,-6.7*,-8,0.027,0
O=C(c1ccccc1C(=O)N1CCN(c2ccccc2)CC1)N1CCN(c2ccccc2)CC1,-1.8,-0.8,-1.1,-1,4,0.26,.,3.7*,-4
COc1ccc(-c2noc(-c3cccc(Cl)c3)n2)cc1OC,.,1.0,2.1,-9,.,0.77,.,-1.6,-24
Cc1cc(NC(=O)CSc2nc(C(C)C)nc3c2c(=O)n(C)c(=O)n3C)no1,0.0,0.2,2.3,17,-5,0.62,4,-1.1,-3
Cc1cc(C)n2nc(SCC(=O)NCc3ccco3)nc2n1,.,-0.2,1.0,-7,.,0.78,.,-0.71,-5
COc1ccc(OC)c(S(=O)(=O)N2CCC(C(=O)Nc3cccc(C(F)(F)F)c3)CC2)c1,-0.7,1.6,4.5,-10,5,-0.72,14,4.4*,-17
c1coc(-c2nc3nc4ccccc4nc3n2-c2ccc3c(c2)OCCO3)c1,1.9,1.0,-0.4,1,.,-0.24,9,3.5,.
Cc1ccc(C)c(N2CCN(C(=O)CCNC(=O)Cn3ccc4ccccc4c3=O)CC2)c1,-1.4,-0.1,-0.7,-14,-4,-0.74,14,0.061,0
O=C(c1ccc(=O)n(Cc2ccccc2)n1)N1CCN(C/C=C/c2ccccc2)CC1,-1.3,0.2,0.5,-17,2,-2,1,-1.1,0
Cn1c(=O)c(-c2ccccc2N)nc2ccccc21,-0.8,0.3,-1.1,-7,-3,0.65,-23,0.47,3
Nc1ccc(-n2c(N)c(C(=O)NCc3ccc4c(c3)OCO4)c3nc4ccccc4nc32)cc1,0.9,2.7,8.2,-3,4,0.4,-12,-0.65,19
CCCc1cc(C(=O)Nc2cccc(C(C)=O)c2)no1,0.7,0.0,-1.2,-9,-9,-0.92,5,-1.3,-2
CCN1CCN(S(=O)(=O)Cc2ccccc2)CC1,-1.3,-0.1,0.8,0,2,0.45,-6,-0.085,4
CCOC(=O)c1ccc(NS(=O)(=O)c2ccc(SC)cc2)cc1,-1.0,-0.7,-0.7,-1,8,0.26,18,0.15,13
CC(=O)C1=C(C)NC(SCC(N)=O)=C(C#N)C1c1cccnc1 (configuration not stated),-1.8,0.3,-1.0,4,11,-0.49,-15,-1.4,-1
O=C(CSC1=Nc2ccccc2C2=NC(CC(=O)NC3CCCCC3)C(=O)N12)NCc1ccco1 (configuration not stated),-0.1,-0.7,-1.7,-5,3,-0.11,4,-1.1,-4
COC(=O)c1ccccc1NC(=O)c1c(O)c2c([nH]c1=O)CCCC2,.,-1.3,0.0,-3,.,-0.34,.,-0.036,9
CCCc1cc(C(=O)Cc2ccc(F)cc2)c(O)cc1O,-3.1,-0.7,-0.1,9,.,1.5,14,0.22,.
Nc1nc2c(s1)CC(c1ccccc1)CC2 (configuration not stated),-1.4,-1.0,-1.6,2,-2,-1.4,-3,-1.1,10
Cn1cnnc1SCc1ccc(C(=O)O)cc1,.,-1.6,-0.1,10,.,2.1*,.,1.2,-14
Cc1ccc(NC(=O)CS(=O)CC(=O)N(c2ccccc2)C(C)C(=O)NC2CCCC2)cc1 (configuration not stated),.,-1.1,-1.6,-2,.,-0.37,.,-0.12,4
CC(=O)c1ccc(Nc2nc(C)nc3c2oc2ccccc23)cc1,-1.4,1.2,-0.2,24,5,0.39,-12,1.1,-5
CCC(=O)N1c2ccc(S(=O)(=O)CCC(=O)N3CCN(c4ccccc4)CC3)cc2CC1C (configuration not stated),0.1,-0.3,-1.9,-5,6,-0.16,-7,-2,1
COCCNC(=O)C(c1cccs1)N(C(=O)Cn1nnc2ccccc21)c1ccccc1 (configuration not stated),-0.4,-1.2,-0.1,3,-1,0.89,17,-0.35,4
O=C(NCc1ccc2c(c1)OCO2)c1nn2cccnc2c1Cl,0.0,0.5,0.0,-3,-5,-0.25,-13,-0.54,-13
CC(C)Oc1nc(-c2ccccc2O)nc2ccccc12,-0.1,-0.3,-1.5,4,-2,-0.41,-4,-0.31,1
COc1ccc(S(=O)(=O)Nc2ccccc2OC)cc1C,-0.2,0.3,-0.9,0,-3,-0.24,.,-0.41,12
Cn1c(C(=O)N2CCCc3ccccc32)cc2c(=O)n3ccccc3nc21,-0.5,0.6,-1.8,16,0,-1.6,-47,1.6,4
CCc1c(C)c2ccc(OCC(=O)OC(C)C)c(C)c2oc1=O,-1.1,0.0,-3.3,-7,5,0,1,1.4,-34
CN(C(=O)OCc1ccccc1)C(CC(N)=O)C(=O)O (configuration not stated),-0.9,-0.4,-0.7,4,-1,-0.17,-2,0.13,-14
Cc1c(NS(=O)(=O)N2CCCC2)c(=O)n(-c2ccccc2)n1C,-0.7,-0.3,-3.7,8,-5,0.17,-7,-0.25,-1
CN(C)CCNC(=O)c1coc(=O)c(Br)c1,-0.2,1.1,-0.5,4,0,-0.00087,-30,0.0021,-17
Cc1ccc(S(=O)(=O)N2CC3CCC2C3)cc1 (configuration not stated),0.1,-0.6,-2.1,12,-14,0.96,-1,0.88,-3
CCC(=O)N1c2ccccc2[C@@H](N(C(C)=O)c2ccccc2)C[C@H]1C,0.4,0.7,-0.1,-24,-2,0.16,-20,0.43,-16
CCN(CC)C(=O)CSc1ccccc1N,-0.8,-0.6,20*,-8,1,-0.53,.,-0.01,-5

# Looked up above:
# CCN(CC)C(=O)CSc1ccccc1N – 5HT1a antag = -5
# CC(C)Oc1nc(-c2ccccc2O)nc2ccccc12 – Jurkat tox 60K = -2
# O=C(NCc1ccc2c(c1)OCO2)c1nn2cccnc2c1Cl – Jurkat tox 60K = -5

# More compounds:
SMILES,S1P3 agonist,5HT1E ag,5HT1a ag,HTR1E antagonist,Jurkat tox 60K,M1 antagonist,S1P1 ag pot,M1 ag,5HT1a antag
Cc1nc2nc[nH]n2c(=O)c1NS(C)(=O)=O,-0.3,-0.9,-3.0,1,-4,0.34,-11,0.16,-6
CCCn1c(CNC(=O)Cc2ccccc2)nc2ccccc21,.,-0.4,-0.7,-5,.,1.2,.,0.098,-9
CCC(C)(C)n1nnnc1C(c1ccc(C)cc1)N1CCN(Cc2cccnc2)CC1 (configuration not stated),-0.7,0.9,-3.2,-3,3,-0.82,-4,-0.3,10
COc1ccc(C2(O)CCN(C(=O)c3c(F)cccc3F)CC2)cc1,-0.5,0.3,-2.7,8,0,-0.41,7,-0.36,-30
CCC(C)(C)n1nnnc1C(C(C)C)N1CCN(C)CC1 (configuration not stated),-1.0,0.2,-4.3,0,-3,-1.8,-69,-0.54,15
Cc1cc(C)c(OCC(=O)Nc2ccccc2N2CCOCC2)c(C)c1,-0.5,0.3,1.1,-5,-1,-0.41,-32,0.26,9
CC(C)OCCCNc1nc2c([nH]1)c(=O)n(C)c(=O)n2C,0.5,0.8,-1.4,-15,-12,-0.77,-21,0.52,-6
CCOc1cccc(-c2nnc3sc(-c4cc(OC)c(OC)cc4OC)nn23)c1,-1.6,1.7,-5.5,-6,0,-0.33,-2,0.3,-2
COc1cc(CN2CCN(c3cccc(C)c3C)CC2)cc(Br)c1O,-2.0,36*,1.4,2,-3,-0.02,-20,0.31,10
Cn1cccc1Cc1nnc(SCC(=O)Nc2ccccc2)n1-c1ccc(F)cc1,-0.2,-0.6,-1.2,2,3,0.43,8,-0.93,1
CC(C)Oc1ccc(C2C(C(=O)c3ccco3)=C(O)C(=O)N2CCCN(C)C)cc1 (configuration not stated),-0.1,0.6,0.4,-8,-4,-0.48,-17,0.095,-13
COC(=O)c1cccc(NC(=O)CSc2ncn[nH]2)c1,-0.3,-0.3,0.1,-14,-6,0.24,.,0.45,-10
Nc1cc(-c2cccc(F)c2)nn1S(=O)(=O)c1cccc2nsnc12,-0.1,-0.3,-4.4,12,2,-0.64,0,-0.0022,19
COCCCNC(=O)c1ccccc1NS(=O)(=O)c1ccc(C)cc1,-0.9,0.6,0.0,-5,4,0.0026,-19,-0.0031,-15
CCOc1ccc2nc(SCC(=O)N(C)C3CCS(=O)(=O)C3)[nH]c2c1 (configuration not stated),0.5,0.1,-0.6,2,-6,1.8,-5,-0.022,-6
